Bioassay records (PubChem)
N370S GC mod – qHTS Assay for Inhibitors and Activators of N370S glucocerebrosidase as a Potential Chaperone Treatment of Gaucher Disease. Lysosomal acid glucosylceramidase (Homo sapiens), P04062. N370S GC spleen homogenate, 4MU-glucoside fluorescence. Potency, µM (highest dose often 59.4 µM), for inactives: top-dose activity change, negative = inhibition, hits mostly inhibitors. 0.092% of 330,000 active. AID 2101, 2009;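 note: 0% = full enzyme activity and -100% = no enzyme basal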
FEN1 inh – qHTS Assay for the Inhibitors of Human Flap endonuclease 1 (FEN1). Recombinant FEN1 flap cleavage, fluorescence, 15 min. AID 588795, 2011. P39748. 0.35% of 390,000 active. Potency, µM (titrated, usually from 114 µM), for inactives: top-dose activity change, negative = inhibition, usual class: inhibitors; note: nearly all actives have a fitted effect of over 65% in size
Target sequence (P39748 whole entry, looked up): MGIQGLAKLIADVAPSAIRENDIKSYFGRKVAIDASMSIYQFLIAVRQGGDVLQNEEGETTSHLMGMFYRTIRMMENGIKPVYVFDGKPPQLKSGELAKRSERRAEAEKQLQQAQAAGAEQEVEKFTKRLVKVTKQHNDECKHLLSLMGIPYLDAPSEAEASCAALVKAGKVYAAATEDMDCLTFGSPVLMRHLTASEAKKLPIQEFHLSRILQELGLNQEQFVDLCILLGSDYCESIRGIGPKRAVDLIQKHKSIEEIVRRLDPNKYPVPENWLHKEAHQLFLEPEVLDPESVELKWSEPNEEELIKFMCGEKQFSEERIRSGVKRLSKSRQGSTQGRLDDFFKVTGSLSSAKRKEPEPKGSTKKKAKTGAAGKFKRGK
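Concentration–response screening of FEN1 (10 nM): 15 min compound preincubation at room temperature, reaction started with 50 nM substrate and read at 0 and 15 min. Corrected, normalized data were fitted by a four-parameter Hill equation.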
KAT2A inh – qHTS Assay for Inhibitors of GCN5L2; Histone acetyltransferase KAT2A (Homo sapiens), Q92830; GCN5L2 HAT assay, ThioGlo1 CoA-SH fluorescence; Potency, µM (series often up to 58.9 µM), for the others: at the top dose activity change, negative = inhibition, usual class: inhibitors; 0.21% of 390,000 active
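ThioGlo1-coupled HAT assay: 20nM GCN5L2, 70uM acetyl-CoA, 75uM H3(1-25) peptide, pH 7.5. Fluorescence read at 340/540nm at start and after 20 min at room temperature.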
Starred values were filed as active, the others as inactive; ? = inconclusive; . = not tested or not shown; & = joins results of further samples; [ ] = remark or other dose. Calls come from the whole dose curve; as a rule, active = well fitted curve in the direction sought with a large enough effect; inconclusive = small, poorly fitted or top-dose-only effect, or another doubt; inactive = no such curve, though single readings can be large; an effect the other way counts as inactive or inconclusive. Unless noted, % is set by controls: 0 for no effect and ±100 for the full control effect; potency is the fitted concentration of half-maximal effect.

Sequence of screens: N370S GC mod | FEN1 inh | KAT2A inh
1) CC(=O)c1ccc2c(c1)OCCOCCOCCOCCO2
  1% | 17% | 2%
2) c1cnc2ccc(C(c3nnnn3C3CCCC3)N3CCN4CCCC4C3)cc2c1 (stereo not drawn)
  -27% | -3% | -10%
3) N#CCSc1nc(-c2ccccc2)cs1
  0% | 0% | -7%
4) CC1(C)Oc2ccc3ccc(=O)oc3c2/C(=N/O)C1=O
  ? | 4% | -4%
5) COC(=O)C(C)(C(=O)OC)c1ccccc1[N+](=O)[O-]
  . | 7% | 3%
6) O=C1CC(c2ccc(F)cc2F)c2cc3c(cc2N1)OCO3 (stereo not drawn)
  . | 17% | 4%
7) O=C1/C(=C/c2cccs2)CCC/C1=C\c1cccs1
  3% | -12% | 1%
8) CCOc1ccc(OCc2cccc(C(=O)O)c2)cc1
  -1% | -16% | 0%
9) O=C(/C=C/c1ccc2c(c1)OCO2)Nc1ccc(Cl)cn1
  5% | 11% | -11%
10) Cc1ccc(-c2c(C(=O)NCCc3ccccc3)oc(=O)c3ccccc23)cc1
  . | -9% | -7%
11) COc1cc(CN2CCCCC2C(=O)Nc2ccc(Oc3ccccc3)nc2)ccc1O (stereo not drawn)
  2% | 8% | -7%
12) O=C(NCC(c1cccnc1)N1CCN(c2ccc(F)cc2)CC1)c1cccc(Cl)c1 (stereo not drawn)
  10% | 2% | -4%
13) O=C(Nc1ccc(Cl)cc1)N1CCC(CO)(Cc2ccccc2)CC1
  3% | 4% | -10%
14) Cc1cccc(C)c1NC(=O)CNC(=O)C1COc2ccccc2O1 (stereo not drawn)
  . | 0% | -1%
15) Cc1ccn2c(Nc3ccc(C(C)C)cc3)c(-c3cccs3)nc2c1
  . | -18% | -10%
16) O=C(Nn1c(-c2ccccc2)nc2ccccc2c1=O)c1ccc([N+](=O)[O-])cc1
  6% | -3% | -6%
17) Cc1ccc(F)c(C2C3C=CCC(c4ccccc4)C3C(=O)N2Cc2ccccc2)c1 (stereo not drawn)
  1% | -16% | .
18) CC(=O)C1=C(O)C(=O)N(c2ccccn2)C1c1cccc(F)c1 (stereo not drawn)
  0% | -2% | -8%
19) CCOc1ccccc1C(=O)Nc1nn[nH]n1
  4% | -2% | -4%
20) CC[C@H](C)[C@H](NC(=O)[C@@H](NC(=O)[C@@H](CC(=O)NO)Cc1ccccc1)[C@@H](C)CC)C(=O)O
  -2% | . | 14%
21) Cc1ccc(CN2CC(C(=O)NC3CCCC(C)C3C)CC2=O)cc1 (stereo not drawn)
  . | 1% | 1%
22) CCC1CCC(C(=O)NNC(=O)c2cc(-c3ccco3)[nH]n2)CC1 (stereo not drawn)
  -6% | -7% | -4%
23) O=C(O)CCCc1nc(-c2ccc(Cl)cc2)no1
  5% | 12% | -4%
24) CC(=O)Oc1ccccc1N(C(C)=O)S(=O)(=O)c1ccc2ccccc2c1
  8% | -12% | -4%
25) O=C(NCCc1ccccc1)c1ccc(CS(=O)(=O)Cc2ccccc2F)o1
  8% | 1% | 0%
26) Cc1ccc(CCNC(=O)c2ccc3c(c2)N(Cc2cccc(C)c2)C(=O)c2ccccc2S3(=O)=O)cc1
  . | -19% | -4%
27) Cc1ccc(C(c2sc3nc(C)nn3c2O)N2CCN(c3ccc(F)cc3)CC2)cc1 (stereo not drawn)
  7% | 5% | -10%
28) Cc1cccn2c(=O)c(/C=C(\C#N)c3nc4ccccc4[nH]3)c(Oc3ccc(C(C)(C)C)cc3)nc12
  . | 11% | 2%
29) CCn1c(C)c(C)c2cc(C(=O)NCCCN3CCCC3)ccc21
  -5% | 7% | -1%
30) O=c1[nH]nc(Cc2ccc([N+](=O)[O-])cc2)c2ccccc12
  -2% | 3% | 2%

Whole records, quoted from the list. Screens in order: N370S GC mod, FEN1 inh, KAT2A inh
Listed for Cc1ccc(C(c2sc3nc(C)nn3c2O)N2CCN(c3ccc(F)cc3)CC2)cc1 (stereo not drawn) : 7%, 5%, -10%
Listed for CC(=O)Oc1ccccc1N(C(C)=O)S(=O)(=O)c1ccc2ccccc2c1 : 8%, -12%, -4%
Listed for Cc1ccc(CCNC(=O)c2ccc3c(c2)N(Cc2cccc(C)c2)C(=O)c2ccccc2S3(=O)=O)cc1 : ., -19%, -4%
Listed for O=c1[nH]nc(Cc2ccc([N+](=O)[O-])cc2)c2ccccc12 : -2%, 3%, 2%
Listed for CCC1CCC(C(=O)NNC(=O)c2cc(-c3ccco3)[nH]n2)CC1 (stereo not drawn) : -6%, -7%, -4%

Continuation.
Sequence of screens: N370S GC mod | FEN1 inh | KAT2A inh
31) O=C(NCc1ccc2c(c1)OCO2)c1ccc(CSCc2ccccc2Cl)o1
  27% | -7% | -8%
32) Cn1c(N/N=C2\CCCc3ccccc32)nc2c1c(=O)n(Cc1ccccc1)c(=O)n2C
  4% | 2% | -6%
33) COc1ccccc1N1CCN(/N=C\c2sccc2C)CC1
  -5% | -3% | -5%
34) COC(=O)[C@@H](Cc1ccccc1)NC(=O)NCCc1c[nH]c2ccccc12
  -10% | 2% | 0%
35) CSCC[C@H](NS(=O)(=O)c1ccc(C(C)=O)cc1)c1nnc2ccccn12
  4% | -11% | -1%
36) Cc1nc(NCc2ccccc2)[nH]c(=O)c1CCC(C)C
  6% | -17% | -3%
37) CC1=C(C(=O)Nc2cc(C(=O)N3CCN(c4cccc(C)c4C)CC3)ccc2C)SCCO1
  -6% | -19% | -20%
38) COc1ccc2c(c1)c1ncn(Cc3ccc(F)cc3)c(=O)c1n2C
  7% | 8% | -1%
39) Cc1cc(=O)oc2cc(NC(=O)C(C)Oc3ccc(F)cc3)ccc12 (stereo not drawn)
  -2% | -10% | -2%
40) COc1cccc(C(=O)Nc2cccc(C(=O)OCc3cc(=O)n4nc(C5CC5)sc4n3)c2)c1
  . | -2% | 21%
41) O=S(=O)(NCc1cc(-c2ccc(Cl)cc2)no1)c1ccccc1
  -6% | 2% | 2%
42) O=C(NCc1ccccc1)c1nnc(CS(=O)(=O)c2ccccc2)o1
  -20% | -1% | -15%
43) COc1ccc(CN(CCC(C)C)S(=O)(=O)c2ccccc2Br)cc1
  . | 0% | -10%
44) COc1ccc(-c2ccc3c(N)c(C(=O)NCc4ccc(C)cc4)sc3n2)cc1
  . | -16% | -10%
45) Cc1cccc(NC(=O)/C(C#N)=C/c2ccco2)c1
  . | -27% | -7%
46) Cc1c(Cl)cccc1NC(=O)N1CCCN(c2nc(-c3ccccc3)ns2)CC1
  ? | -16% | -6%
47) C/C(=N/NC(=O)c1ccc(C)nc1)c1ccc2c(c1)CCCC2
  -3% | -10% | -1%
48) CCC1Oc2ccc(C)cc2N(CC(=O)N2CCCC2)C1=O (stereo not drawn)
  -10% | 4% | 0%
49) CCCS(=O)(=O)c1nc(S(=O)(=O)c2ccc(C)cc2)c(NCCCN2CCCC2=O)s1
  -3% | 16% | -5%
50) CC1(C(=O)O)COC(c2ccc([N+](=O)[O-])cc2)OC1 (stereo not drawn)
  0% | -1% | 3%
51) CCCC(=O)N1CCN(c2ccc(NC(=O)c3cc4ccccc4o3)cc2Cl)CC1
  -8% | 0% | -13%
52) COc1ccc(S(=O)(=O)N2CCC(C(=O)OCC(=O)c3ccccc3)CC2)cc1[N+](=O)[O-]
  0% | 0% | -1%
53) COc1ccccc1OCCCn1c(-c2ccc(Cl)cc2)nc2ccccc2c1=O
  . | 5% | 1%
54) Cc1cc(N2CCOCC2)c2c(N)c(Br)cc(C)c2n1
  -3% | -16% | 3%
55) CC(=O)NNS(=O)(=O)c1scc(S(=O)(=O)c2ccc(Cl)cc2)c1C
  -5% | 2% | -2%
56) CCOc1ccc(C(=O)Nc2nnc(C(C)C)s2)cc1OCC
  5% | 3% | -1%
57) Cc1ccc(/C=N\NC(=O)c2ccc(Cn3cc(Br)c([N+](=O)[O-])n3)o2)o1
  -9% | 5% | 3%
58) CC(C)(C)c1ccc(Cn2nnc3c(=O)[nH]c(C4CCN(C(=O)Cc5cccs5)CC4)nc32)cc1
  -23% | -9% | -17%
59) COC(=O)c1ccsc1NC(=O)c1cccc(OC)c1
  -6% | -18% | 2%
60) CCc1ccc(OCC(=O)N(Cc2ccc(C)cc2)Cc2ccco2)cc1
  . | -16% | -13%

Shown screen by screen: two of the compounds above.
52) COc1ccc(S(=O)(=O)N2CCC(C(=O)OCC(=O)c3ccccc3)CC2)cc1[N+](=O)[O-]
53) COc1ccccc1OCCCn1c(-c2ccc(Cl)cc2)nc2ccccc2c1=O

screen / no.,52,53
N370S GC mod,0%,.
FEN1 inh,0%,5%
KAT2A inh,-1%,1%

The results go on:
Sequence of screens: N370S GC mod | FEN1 inh | KAT2A inh
61) Cc1cc(C)n(C2CC(=O)N(c3ccc(C)c(Cl)c3)C2=O)n1 (stereo not drawn)
  11% | -4% | -1%
62) CCOC(=O)c1sc(-n2[nH]c(C)cc2=O)nc1C
  -2% | -5% | -10%
63) O=C(c1ccc2[nH]c3c(c2c1)CCCC3)N1CCN(c2ccc(F)cc2)CC1
  -2% | -12% | -11%
64) CCCCCN(C(=O)NC(=O)Nc1ccccc1OC)S(C)(=O)=O
  -1% | -14% | -1%
65) CCOc1cc(C(=S)N2CCCCC2)ccc1OS(=O)(=O)c1ccc(Cl)cc1
  12% | -6% | 32%[activator]
66) CCOc1cc(C#N)c(NC(=O)CSc2nnnn2-c2ccc(OC)cc2)cc1OCC
  -13% | -7% | -7%
67) NC(=O)CSc1nnnn1-c1ccc2c(c1)OCCO2
  -19% | -8% | -4%
68) COCCn1c(SCC(=O)Nc2ccc(S(=O)(=O)N(C)C)cc2)nc2ccccc21
  -20% | 1% | -7%
69) O=C(CCc1nnc2ccc(N3CCCCC3)nn12)NCc1ccco1
  3% | 0% | -21%
70) Cc1ccc2c(c1)[C@H]1[C@H](CO2)[C@H](c2ccccc2)[C@]2(C)C(=O)Nc3ccccc3C(=O)N12
  . | -7% | -11%
71) CNC(=S)N/N=C/c1cn(CCOc2cccc(OC)c2)c2ccccc12
  14% | -11% | -12%
72) CCOC(=O)c1[nH]nc2c1C(=O)N(CC)C2=O
  -4% | -7% | 4%
73) O/N=C1\CCCc2oc3c(c21)CCCC3
  3% | 6% | -5%
74) C=CCN=C1SCC(=O)N1S(=O)(=O)c1ccccc1
  0% | -2% | 3%
75) COc1ccc(/C=C2\SC(=O)N(CCNC(=O)Cn3[nH]c(=O)c4ccccc4c3=O)C2=O)cc1
  . | 1% | 1%
76) CCOC(=O)C1CCN(C2=C(NS(=O)(=O)c3ccc(Cl)cc3)C(=O)c3ccccc3C2=O)CC1
  27% | -9% | -8%
77) O=C(CN1CCCCCCC1)Nc1cccc(Cl)c1Cl
  4% | 4% | -15%
78) CC1(C)CC(=O)C(C(C2=C(O)CC(C)(C)CC2=O)c2ccc([N+](=O)[O-])cc2)C(=O)C1 (stereo not drawn)
  12% | -1% | -2%
79) COc1ccc(N=C2SCC(c3ccccc3)=NN2C)cc1
  12% | 13% | -1%
80) CCN(CC)C(=O)C(=O)Nc1ccc(Oc2ccccc2)cc1
  6% | 1% | 0%

Sorted by number of heavy atoms (lowest first): part of the list above
Sequence of screens: N370S GC mod | FEN1 inh | KAT2A inh
73) O/N=C1\CCCc2oc3c(c21)CCCC3
  3% | 6% | -5%
72) CCOC(=O)c1[nH]nc2c1C(=O)N(CC)C2=O
  -4% | -7% | 4%
78) CC1(C)CC(=O)C(C(C2=C(O)CC(C)(C)CC2=O)c2ccc([N+](=O)[O-])cc2)C(=O)C1 (stereo not drawn)
  12% | -1% | -2%

Later entries
Sequence of screens: N370S GC mod | FEN1 inh | KAT2A inh
81) CC(C)Oc1ccc(C(=O)OC(C)C(=O)NC2CCCCC2C)cc1 (stereo not drawn)
  -8% | 16% | 2%
82) CCOC(=O)c1ccc(NC(=O)C2=C(C)Nc3nc(CCCO)nn3C2c2cccc(C)c2)cc1 (stereo not drawn)
  -10% | 0% | -14%
83) Cc1c(NS(=O)(=O)N2CCCCC2)c(=O)n(-c2ccccc2)n1C
  4% | -2% | -5%
84) NC(=O)C1CCN(C(=S)c2ccc(-c3ccc(Br)cc3)o2)CC1
  -10% | -3% | -9%&-11%
85) CCOc1ccc(CCNC(=O)COc2cccc(-n3cnnn3)c2)cc1OCC
  2% | 0% | -10%
86) Cc1ccccc1-n1sc2cc(F)ccc2c1=O
  2% | 79µM* | 1.3µM*
87) CCCN1CCN(C(=O)CCS(=O)(=O)c2cc3c(cc2Cl)NC(=O)CO3)CC1
  -7% | -1% | -15%
